# HCMV inh = qHTS Assay for inhibitors of the human cytomegalovirus (HCMV); activity change, negative = inhibition, % at 57.5 µM; 410,000 tested, 4.5% active; AID 1259415, 2018; HFF cells, HCMV-luciferase reporter, 72 h; hits give low values; in the data active = activity change below about -60%; inconclusive = no clear call, values can overlap the other calls; inactive = above about -39%; also: % is scaled to controls: 0 for no effect and ±100 for the full control effect
#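 Cell-based, HFFs, 1000 cells/well, 16 h 37C; cpds in DMSO + HCMV-luc, MOI 1 PFU/cell; 72 h 37C; OneGlo luminescence after 5 min RT; norm. to buffer vs Salinomycin 10uM.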
# Shiga inhibitor = A qHTS for Small Molecule Inhibitors of Shiga Toxin; Vero cells, Shiga toxin protein synthesis inhibition reporter; inhibition, % at 38.7 µM; 290,000 tested, 9.2% active; in the data active = inhibition mostly above about 28%, no sharp cut-off; inactive = mostly below about 43%; also: 0% is about no effect
# Giardia FBPA inh = qHTS Assay for Inhibitors of Fructose-1,6-bisphosphate Aldolase from Giardia Lamblia; A8B2U2; purified Giardia FBPA; Potency, µM (highest dose often 59.6 µM), for the others: at the top dose activity, negative = inhibition, actives largely listed as inhibitors; 290,000 tested, 0.71% active; also: potency is read from the fitted curve at half-maximal effect; % is scaled to controls: 0 for no effect and ±100 for the full control effect; nearly all actives have a fitted effect of over 55% in size
# Target sequence (A8B2U2 whole entry, looked up): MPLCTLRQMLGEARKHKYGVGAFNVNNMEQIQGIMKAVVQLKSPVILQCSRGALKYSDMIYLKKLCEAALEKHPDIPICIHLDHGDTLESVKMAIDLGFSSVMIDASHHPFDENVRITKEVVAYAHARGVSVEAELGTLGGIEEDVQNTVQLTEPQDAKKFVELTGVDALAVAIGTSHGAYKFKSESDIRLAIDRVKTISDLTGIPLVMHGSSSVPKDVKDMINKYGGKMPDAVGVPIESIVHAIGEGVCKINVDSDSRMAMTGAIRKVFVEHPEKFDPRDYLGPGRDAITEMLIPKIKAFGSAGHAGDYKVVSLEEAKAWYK
#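 40 nM FBPA preincubated 10 min at RT with compound (up to 57.5 uM final), then substrate plus GAPDH/TPI/NAD/arsenate coupling and diaphorase/resazurin added. Fluorescence read after 20 min at RT, 525/598 nm.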
# CHX counter = Cycloheximide Counterscreen for Small Molecule Inhibitors of Shiga Toxin; cell reporter, cycloheximide protein synthesis inhibition counterscreen; max response, %; 300,000 tested, 12% active; in the data active = max response mostly above about 13%, no sharp cut-off; inactive = mostly below about 14%; also: read at 38.3 µM for the half of the compounds with a filed dose; 0% is about no effect
# AMA1-RON2 inh = qHTS for Inhibitors of AMA1-RON; Towards Development of Antimalarial Drug Lead: Primary Screen. Plasmodium falciparum AMA1 (3D7) - RON2 peptide interaction. AlphaScreen AMA1-biotinylated RON2 peptide binding. Potency, µM (highest dose often 58.2 µM), inactives show top-dose activity change, negative = inhibition, most hits filed as inhibitors. 360,000 tested, 0.2% active. AID 720542, 2013;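 also: potency is read from the fitted curve at half-maximal effect; 0% = vehicle wells and -100% = peptide control; nearly all actives have a fitted effect of over 45% in size; some results filed as inactive show a strong effect at the top dose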
#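 AMA1 (3D7) with his tag at 25 nM final met compounds first, then biotinylated RON2 peptide at 25 nM; detection used donor plus acceptor beads, 10 µg/mL apiece, read by AlphaScreen after 30 min at room temperature.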
# AmpC detergent = qHTS Inhibitors of AmpC Beta-Lactamase (assay with detergent) | P00811 | AmpC hydrolysis of nitrocefin, absorbance 480 nm, 0.01% Triton | Potency, µM (doses to about 114 µM), for inactives: at the top dose activity change, negative = inhibition, actives largely listed as inhibitors | 370,000 tested, 0.041% active | AID 485294, 2010;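 also: potency is read from the fitted curve at half-maximal effect; 0% = no-compound wells and -100% = no-enzyme wells; nearly all actives have a fitted effect of over 25% in size; some results filed as inactive show a strong effect at the top dose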
# Target sequence (P00811 whole entry, looked up): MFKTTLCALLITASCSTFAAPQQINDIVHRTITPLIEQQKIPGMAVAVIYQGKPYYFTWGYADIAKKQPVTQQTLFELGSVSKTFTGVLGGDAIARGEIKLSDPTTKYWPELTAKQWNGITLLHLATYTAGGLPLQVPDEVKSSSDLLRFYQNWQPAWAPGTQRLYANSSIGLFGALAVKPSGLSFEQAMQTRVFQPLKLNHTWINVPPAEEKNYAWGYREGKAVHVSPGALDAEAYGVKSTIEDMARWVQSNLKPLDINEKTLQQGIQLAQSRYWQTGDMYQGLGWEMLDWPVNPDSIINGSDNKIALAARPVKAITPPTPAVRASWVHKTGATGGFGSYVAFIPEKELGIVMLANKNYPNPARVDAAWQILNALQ
#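 20 mM phosphate pH 7.0 + 0.01% (detergent screen) or 0.0001% Triton X-100; 5.3 nM AmpC reagent; cpd preinc 15 min RT; nitrocefin (800 uM stock) to start; A480 q20 s × 4 min; Activity was normalised to no-enzyme and no-compound control wells.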
# AmpC inh no detg = qHTS Inhibitors of AmpC Beta-Lactamase (assay without detergent). AmpC nitrocefin hydrolysis, absorbance 480 nm, 0.0001% Triton. Potency, µM (doses to about 57.1 µM), for the others: at the highest dose activity change, negative = inhibition, most hits filed as inhibitors. 330,000 tested, 0.52% active. AID 485341, 2010;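 also: potency is read from the fitted curve at half-maximal effect; plate controls were no compound for no effect and no enzyme for full effect; nearly all actives have a fitted effect of over 20% in size; some results filed as inactive show a strong effect at the top dose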
#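 20 mM phosphate pH 7.0 + 0.01% (detergent screen) or 0.0001% Triton X-100; 5.3 nM AmpC reagent; cpd preinc 15 min RT; nitrocefin (800 uM stock) to start; A480 q20 s × 4 min; Activity was normalised to no-enzyme and no-compound control wells.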
# Active calls of the source: *; ? = inconclusive; / = no result given; & = joins results of further samples; [ ] = dose if it differs, or a comment. Unless noted, calls follow the shape of the dose curve; as a rule, active = well fitted curve in the direction sought with a large enough effect; inconclusive = small, poorly fitted or top-dose-only effect, or another doubt; inactive = no such curve, though single readings can be large; an effect the other way counts as inactive or inconclusive.
SMILES,HCMV inh,Shiga inhibitor,Giardia FBPA inh,CHX counter,AMA1-RON2 inh,AmpC detergent,AmpC inh no detg
Cc1ncc(CN2CCCC(C(=O)Nc3ccc(-c4ccco4)cc3)C2)n1C (stereo not given),-8,-11,/,1,-10%,7%,32%
O=C(c1cccc(NS(=O)(=O)c2ccc(F)c(F)c2)c1)N1CCCCC1,-22,/,/,/,15%,?,-20%
COc1cccc(NC(=O)COC(=O)c2c(NC(C)=O)sc(C)c2C)c1,-37,/,/,/,-4%,-9%,-22%
Brc1ccc(-c2cnco2)cc1,-18,16,2%,1,34%[activator],-4%,-10%
COc1ccc(OCc2nnc(SCC(=O)Nc3cccc(Cl)c3)o2)cc1,15,4,/,-4,24%,-4%,-38%
COc1cccc(N2CCN(C(=O)c3cc4c(=O)n(Cc5ccccc5)ccc4nc3C)CC2)c1,5&-8,-5,2%,21,-14%,-3%&0%,40%[activator]
CCC(=O)Oc1ccc(C/C(=N\O)c2ccc(O)cc2O)o1,-8,7,1%,9,40%[activator],0%,-27%
N#CC1=C(N)NC(SCc2ccc(Br)cc2)=C(C#N)C12CCCCC2,24,-4,-13%,-4,-13%,-15%,-27%
Cc1ccc(C)c(S(=O)(=O)N2CCN(CC(=O)Nc3ccc([N+](=O)[O-])cc3)CC2)c1,-33,-2,-3%,-1,0%,?,-10%
COc1ccccc1NC(=O)COC(=O)COc1ccccc1F,30,/,/,/,-13%,4%,-21%
COc1ccc(S(=O)(=O)NCCc2ccccn2)cc1,-39,/,/,/,-5%,/,-11%
CC(CC(=O)O)CC(=O)N1CCN(S(=O)(=O)c2cccs2)CC1 (stereo not given),-1,-5,/,2,-9%,-5%,14%
Cc1ccccc1NC(=O)NCCN1C(=O)C2C3C=CC(C3)C2C1=O (stereo not given),38,16,2%,-3,4%,?,-3%
Cc1ccc([N+](=O)[O-])cc1S(=O)(=O)N1CCC(C)CC1,-29,-3,1%,13,-1%,-1%,-10%
Cc1cc(C(=O)NCC(=O)OCC(=O)N(C2CCCCC2)C2CCCCC2)ccc1[N+](=O)[O-],-39,-14,-5%,-4,-6%,-8%,23%
CCn1c(CSc2nc(C)cc(C)n2)nnc1SCC(=O)Nc1cccc2ccccc12,77,15,7%,5,6%,-1%,26%
Cn1c(SCC(=O)NC2CC2)nnc1-c1ccccc1Cl,7,-2,/,3,16%,-6%,-4%
COc1cccc(NC(=O)COC(=O)c2nc3nccc(C)n3n2)c1,18,22,-4%,13*,4%,2%,-5%
O=C(/C=C/c1ccccc1Cl)OCC(=O)N1CCCC1,59,/,/,/,-16%,/,36%
COc1ccc(OC)c(S(=O)(=O)Nc2cc(C)on2)c1,62,-17,/,-2,-10%,7%,1%
CC(=O)c1c(C)[nH]c(C(=O)NC2CCCCC2)c1C,45,16,-2%,16*,-9%,?,-11%
O=C(O)CC1(c2ccccc2)C(=O)c2ccccc2C1=O,3,-7,2%,17,0%,-17%,-18%
CCN(CC)CCCNC(=O)C1CCC(=O)N(c2ccc(OC)cc2)C1c1ccc(F)cc1 (stereo not given),89,-13,1%,5,-13%,3%,6%
O=[N+]([O-])c1ccccc1S(=O)(=O)Nc1ccc2c(c1)OCCO2,11,-4,4%,7,0%,-1%,-10%
COc1cc(CNCc2cccc3ccccc23)cc(OC)c1,18,-10,?,-4,?,-1%,-2%

# Further results.
SMILES,HCMV inh,Shiga inhibitor,Giardia FBPA inh,CHX counter,AMA1-RON2 inh,AmpC detergent,AmpC inh no detg
Cc1ccccc1-c1nc(CS(=O)CC(=O)NCCN2CCN(Cc3ccccc3)CC2)c(C)o1 (stereo not given),-12,-16,7%,1,0%,?,183%[activator]
Cc1cc(NC(=O)C2C3C(=O)N(Cc4ccc(Cl)cc4)C(C(=O)NCc4ccccc4)C34C=CC2(C)O4)no1 (stereo not given),11,-30,3%,19,0%,2%,68%[activator]
Cc1ccc(OCC(=O)NCc2ccccn2)c(Br)c1,-13,78*,6%,31*,-19%,-3%,19%
O=C(Oc1c(-c2ccco2)oc2ccccc2c1=O)c1cccnc1,32,27,0%,13*,9%,-5%,-16%
CN(C)c1nc(NCc2ccccc2)nc(N/N=C/c2ccc3c(c2)OCO3)n1,?,-2,10%,-3,-2%,-7%,-35%
CC(C)CC(NC(N)=O)C(=O)Nc1cccc([N+](=O)[O-])c1 (stereo not given),?,61,4%,-2,-2%,-11%,-14%
COC(=O)C1=C(c2ccccc2OCc2ccccc2)C[C@@H]2CC[C@H]1N2C(=O)NCc1cccc(C(F)(F)F)c1,1,/,/,/,-4%,11%,-14%
Fc1ccc(NC(=S)NN=C2CCCCCC2)cc1,?,14,-18%,25,66%[activator],?,-59%
Cc1ccn2c(Nc3ccccc3C)c(-c3ccccn3)nc2c1,-81*,34,?,-2,-54%,22%,85%[activator]
Cc1ccn2cc(CNS(=O)(=O)c3ccc4c(c3)OCCO4)nc2c1,-7,-8,-6%,-1,-6%,?,-5%
Cc1cc(N2CCC(C(=O)N3CCN(c4cccc(C)c4C)CC3)CC2)n2ncnc2n1,-89*,-22,?,-2,-1%,?,51%
Cc1cc(NC(=O)Cn2c(=O)c3c(ncn3CC(C)C)n(Cc3ccccc3)c2=O)no1,22,21,2%,0,3%,-10%,0%
COc1ccc(/C=N/Nc2nnc(C)n2N)cc1OC(C)=O,17,13,?,12*,1%,-10%,-6%
O=C(NCc1ccccn1)c1ccc(Cl)c(NC2=NC3CS(=O)(=O)CC3S2)c1 (stereo not given),7,10,/,0,2%,4%,-7%
O=C(C1CCC(CNS(=O)(=O)c2ccccc2)CC1)N1CCOCC1 (stereo not given),51,1,2%,8,3%,1%,-3%
C/C(=N\Nc1nncc2ccccc12)c1cccc(OC(F)F)c1,41,65*,7%,20*,-6%,2%,-35%
Cc1ccc(-c2c(NC(=O)c3ccco3)oc3ccccc3c2=O)cc1,35,36,-28%,8,0%,?,-32%
CC1CN(CC(=O)Nc2ccc(S(N)(=O)=O)cc2)CC(C)O1 (stereo not given),/,-6,4%,-3,-5%,-1%,-10%
CCCCn1c(C)c(C(=O)OCC)c2c(CN3CCOCC3)c(O)ccc21,-29,-3,-2%,-4,-13%,?,69%[activator]
Cc1ccc(N(CC(=O)NC(C)c2ccccc2)S(=O)(=O)c2cccs2)cc1 (stereo not given),-33,-9,0%,1,-4%,-15%,-15%
COc1ccc(Cn2cnc3c(N)c(C)c(C)cc32)cc1,?,-4,-1%,11,?,?,35%
O=C(COC(=O)c1cc(S(=O)(=O)N2CCOCC2)ccc1O)Nc1cc(S(=O)(=O)N2CCCC2)ccc1Cl,0,38,1%,1,-9%,?,-13%
COc1ccc(CCC(=O)Nc2cccc(S(=O)(=O)N3CCCCCC3)c2)cc1OC,-18,/,/,/,-2%,1%,-3%
COc1ccc(C(=O)Nc2ccnn2C2CCN(C(=O)CCC(F)(F)F)CC2)cc1,109,42*,-3%,24*,-10%,-8%,3%
O=C(CSc1nnc(NC(=O)C2CC2)s1)NCc1ccccc1,20,-3,7%,-2,0%,-13%,-7%

# (next part)
SMILES,HCMV inh,Shiga inhibitor,Giardia FBPA inh,CHX counter,AMA1-RON2 inh,AmpC detergent,AmpC inh no detg
COCc1c(C(=O)N(C)Cc2ccccc2N2CCCC2)oc2ccccc12,?,/,/,/,?,-8%,54%
O=C(NCc1ccccc1)C1=C[C@H](c2csc3ccccc23)C[C@H](OCCCCO)O1,-95*,14,-28%,8,-4%,7%,-9%
CCOC(=O)c1ccc(N=c2scc(C)n2CC)cc1,-37,80*,-1%,40*,?,-10%,-38%[11.4 µM]
Cc1cccc(NC(=O)N2CCN(Cc3ccc4c(c3)OCO4)CC2)c1C,-75*,-12,1%,-1,-12%,-7%,8%
CC(NC(=O)c1ccc(Br)cc1)c1ccc2c(c1)CCCC2 (stereo not given),-32,-7,1%,0,15%,3%,-33%
COc1ccc(C(C)(C)C)cc1NC(=O)CCCN1C(=O)NC(C)(C)C1=O,0,/,/,/,2%,1%,46%

# Reformatted with values under each structure: entries from further up
# Below each SMILES: HCMV inh, Shiga inhibitor, Giardia FBPA inh, CHX counter, AMA1-RON2 inh, AmpC detergent, AmpC inh no detg
> CCCCn1c(C)c(C(=O)OCC)c2c(CN3CCOCC3)c(O)ccc21
  -29, -3, -2%, -4, -13%, ?, 69%[activator]
> Cc1ccc(N(CC(=O)NC(C)c2ccccc2)S(=O)(=O)c2cccs2)cc1 (stereo not given)
  -33, -9, 0%, 1, -4%, -15%, -15%
> COc1ccc(Cn2cnc3c(N)c(C)c(C)cc32)cc1
  ?, -4, -1%, 11, ?, ?, 35%
> O=C(COC(=O)c1cc(S(=O)(=O)N2CCOCC2)ccc1O)Nc1cc(S(=O)(=O)N2CCCC2)ccc1Cl
  0, 38, 1%, 1, -9%, ?, -13%
> COc1ccc(CCC(=O)Nc2cccc(S(=O)(=O)N3CCCCCC3)c2)cc1OC
  -18, /, /, /, -2%, 1%, -3%
> COc1ccc(C(=O)Nc2ccnn2C2CCN(C(=O)CCC(F)(F)F)CC2)cc1
  109, 42*, -3%, 24*, -10%, -8%, 3%

# Five entries from above, sorted by molar mass, lowest first:
SMILES,HCMV inh,Shiga inhibitor,Giardia FBPA inh,CHX counter,AMA1-RON2 inh,AmpC detergent,AmpC inh no detg
CC(C)CC(NC(N)=O)C(=O)Nc1cccc([N+](=O)[O-])c1 (stereo not given),?,61,4%,-2,-2%,-11%,-14%
CCC(=O)Oc1ccc(C/C(=N\O)c2ccc(O)cc2O)o1,-8,7,1%,9,40%[activator],0%,-27%
Cc1ccn2c(Nc3ccccc3C)c(-c3ccccn3)nc2c1,-81*,34,?,-2,-54%,22%,85%[activator]
Cc1ccc(C)c(S(=O)(=O)N2CCN(CC(=O)Nc3ccc([N+](=O)[O-])cc3)CC2)c1,-33,-2,-3%,-1,0%,?,-10%
O=C(NCc1ccccc1)C1=C[C@H](c2csc3ccccc23)C[C@H](OCCCCO)O1,-95*,14,-28%,8,-4%,7%,-9%
